SKN-1 block: inhibitors of C. elegans SKN-1; C. elegans VP596 Pgst-4::GFP/RFP ratio, acrylamide-induced, 24 h; inhibition, % at 21.8 µM; hit rate 0.49% among 360,000;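 active = interference check ratio from 0.5 to 1.5 plus GFP to RFP signal ratio inhibition reaching or exceeding a fixed threshold, cut at about 30% in these data, passing the limit was not always enough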; note: some compounds called inactive have numbers as strong as hits
Tb MetRS inh: Trypanosoma brucei MetRS inhibition; hit rate 0.4% among 360,000; inhibition, % at 11.9 µM; purified T. brucei MetRS, ATP depletion, Kinase-Glo luminescence;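 active = inhibition above a per-plate cutoff of the control wells' mean inhibition plus 3 SD, cut at about 5.5% in these data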;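 note: 0% = DMSO wells median and 100% = median of wells with control inhibitor compound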
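Assay system: T. brucei methionyl-tRNA synthetase, purified | Medium: HEPES buffer with MgCl2, KCl, DTT, spermine, BSA, pyrophosphatase | Compound: 11.9 µM single point | Incubation: 15 min enzyme-compound preincubation, 2 h reaction, 10 min detection, 25 °C | Measured by: Kinase-Glo luciferase luminescence reporting remaining unconsumed ATP | Measure: % inhibition normalized to control-well medians | Replication: Singlicate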
SUMO1 PPI mod: modulators of human SUMO1-mediated protein-protein interactions; P63165; SUMO1 binding to a labelled peptide, TR-FRET, 1 h; inhibition, % at 20 µM; hit rate 0.33% among 360,000; AID 602429; in the data active = inhibition above about 37%
Target sequence (P63165 whole entry, looked up): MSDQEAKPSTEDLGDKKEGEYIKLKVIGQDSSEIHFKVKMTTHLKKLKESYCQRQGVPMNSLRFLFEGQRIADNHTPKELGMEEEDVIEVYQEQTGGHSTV
Neddylation inh: blocks human cullin neddylation | P61081+Q13564 | TR-FRET cullin neddylation, biochemical | calls only at 25 µM | hit rate 0.58% among 360,000 | AID 651699; in the data active = inhibition above about 36%
LMPTP inh: blocks human LMPTP phosphatase; hit rate 0.22% among 360,000; recombinant LMPTP-A, OMFP fluorogenic substrate, fluorescence intensity; inhibition, % at 20 µM; P24666;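 active = compounds that cut the enzyme signal by at least half of the control window in the single-dose screen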;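 note: plate controls were DMSO wells with enzyme plus substrate for no effect and substrate without enzyme for full effect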
Target sequence (P24666 whole entry, looked up): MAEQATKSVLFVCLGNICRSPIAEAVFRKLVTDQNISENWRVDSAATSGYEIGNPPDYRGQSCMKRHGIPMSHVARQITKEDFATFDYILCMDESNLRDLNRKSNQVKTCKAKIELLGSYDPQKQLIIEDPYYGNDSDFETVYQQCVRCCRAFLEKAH
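material = LMPTP-A | quantity = 0.625 nM enzyme | reagent = OMFP substrate, 400 µM final | buffer or medium = Bis-Tris pH 6.0, DTT, detergent | detection = endpoint fluorescence intensity from OMFP dephosphorylation | dosing = single 20 µM dose | read-out basis = % inhibition relative to no-enzyme and uninhibited control wells | control set = no-enzyme and uninhibited controls | timing = 50 min at room temperature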
NadD inh: inhibitors of Staphylococcus aureus NadD | purified NadD enzyme, colorimetric absorbance read-out | inhibition, % at 20 µM | hit rate 0.78% among 360,000 | AID 602399; in the data active = inhibition above about 26%; note: some compounds past the cut are filed as inactive
STEP block: STEP (human) phosphatase inhibition | inhibition, % at 20 µM | recombinant STEP, OMFP fluorogenic substrate, fluorescence | P54829 | hit rate 0.25% among 360,000;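 active = inhibition at 20 µM, scaled per plate between control wells, above about 37%, limit read from the data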;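 note: 0% = DMSO with enzyme and substrate and 100% = substrate only without enzyme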
Target sequence (P54829 whole entry, looked up): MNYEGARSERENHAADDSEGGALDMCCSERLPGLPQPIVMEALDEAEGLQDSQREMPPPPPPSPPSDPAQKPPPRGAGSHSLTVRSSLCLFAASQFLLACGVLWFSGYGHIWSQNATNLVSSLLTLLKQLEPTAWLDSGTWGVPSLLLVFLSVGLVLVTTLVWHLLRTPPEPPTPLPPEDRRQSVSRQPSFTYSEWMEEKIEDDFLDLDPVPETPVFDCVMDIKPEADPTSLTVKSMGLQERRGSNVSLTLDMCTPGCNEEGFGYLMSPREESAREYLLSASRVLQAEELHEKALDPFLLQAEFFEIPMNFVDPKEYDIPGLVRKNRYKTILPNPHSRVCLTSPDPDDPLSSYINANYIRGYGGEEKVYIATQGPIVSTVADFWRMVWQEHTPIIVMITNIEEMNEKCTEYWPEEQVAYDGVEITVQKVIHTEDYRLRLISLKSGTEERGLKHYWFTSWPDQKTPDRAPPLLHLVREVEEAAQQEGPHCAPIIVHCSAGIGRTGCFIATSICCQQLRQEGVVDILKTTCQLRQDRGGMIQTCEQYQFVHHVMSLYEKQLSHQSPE
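System: STEP phosphatase, cell-free reaction; Buffer or medium: Bis-Tris pH 6.0 buffer with DTT, detergent; Incubation: 20 min at room temperature, dark; Measured by: fluorescence, 480/540 nm.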
Scp1 inh: blocks human Scp-1 phosphatase activity | Q9GZU7 | Recombinant Scp1, phosphopeptide, malachite green phosphate absorbance | inhibition, % at 20 µM | hit rate 0.88% among 340,000 | AID 493091;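 active = inhibition above about 50% at 20 µM, limit read from the data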;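 note: plate controls were DMSO wells with enzyme for no effect and wells lacking enzyme for full effect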
Target sequence (Q9GZU7 76-261 limits assumed): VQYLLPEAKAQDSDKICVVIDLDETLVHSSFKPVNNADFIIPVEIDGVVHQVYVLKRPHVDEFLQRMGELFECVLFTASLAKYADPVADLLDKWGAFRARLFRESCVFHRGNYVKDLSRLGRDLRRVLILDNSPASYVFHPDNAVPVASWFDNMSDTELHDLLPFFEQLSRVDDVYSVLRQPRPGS
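Incubation: 45 min enzyme reaction at room temperature / System: truncated SCP-1 phosphatase (76-261aa) / Reagent: Phospho 17-mer peptide substrate / Buffer or medium: Acidic Tris acetate buffer with magnesium and detergent / Signal: absorbance at 630 nm / Doses: one concentration, 20 µM, with 1.0% DMSO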
NRP1-CendR mod: NRP-1/CendR interaction modulation; AID 602438; FAM-RPARPAR peptide binding to NRP-1, fluorescence polarization; inhibition, % at 25 µM; O14786; hit rate 0.85% among 360,000;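 active = inhibition or corrected inhibition above about 18%, plus a signal ratio from 0.5 to 1.5, limit read from the data, passing the limit was not always enough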; note: strong numbers were not always called active
DNMT1 block: blocks human DNA methyltransferase DNMT1. inhibition (reported as % activation of signal), % at 10 µM. DNMT1 molecular beacon, Hinp1I cleavage, fluorescence. hit rate 0.83% among 360,000. P26358; in the data active = inhibition above about 50%
Starred values were filed as active, the others as inactive; i = inactive; . = no result given.

SMILES | SKN-1 block | Tb MetRS inh | SUMO1 PPI mod | Neddylation inh | LMPTP inh | NadD inh | STEP block | Scp1 inh | NRP1-CendR mod | DNMT1 block
O=C(Nc1cccc(Cl)c1)c1csc([C@H]2C[C@H](O)[C@@H](CO)O2)n1 | -0.8 | -0.4 | 5.8 | i | -2.1 | -10.1 | 3.0 | . | 0.5 | -0.5
Cc1ccc(S(=O)(=O)/N=c2\scc(C)n2C)cc1 | -2.0 | -0.5 | 0.2 | i | -0.8 | 1.9 | -1.9 | 10.6 | 6.0 | 3.5
O=C1c2ccccc2C(=O)N1c1ccc(Cc2ccncc2)cc1 | 9.4 | 0.3 | -33.2 | i | 1.6 | 11.4 | -0.1 | -9.8 | -9.9 | 2.4
CCCCc1nc2ccccc2c(NC(=O)CN2CCN(C)CC2)c1CCC | 0.0 | 0.0 | 3.4 | i | -2.9 | -1.4 | 0.8 | -11.1 | 3.0 | -1.1
Cc1cc(C)cc(NC(=O)Nc2cc(S(=O)(=O)N(C)C)ccc2C)c1 | -8.0 | -0.6 | 3.4 | i | 2.1 | -4.9 | 1.1 | -6.9 | 0.2 | 8.1
O=C(NNC(=O)c1cccnc1)c1ccncc1 | 12.1 | -0.9 | 0.2 | i | -1.9 | 1.8 | 0.5 | -4.9 | 2.7 | 0.4
N#C[C@]1(S(=O)(=O)c2ccccc2)C[C@@H]2ON=C(c3cccc(Br)c3)[C@@H]2C1 | 6.5 | -0.1 | 0.8 | i | 1.8 | -8.7 | -1.2 | -13.9 | 14.1 | 0.2
CC(C)(C)c1ccc(/C=C(\C#N)C(=O)NC2CC2)cc1 | -4.7 | -0.1 | -11.0 | i | -2.4 | -5.4 | -1.7 | -0.7 | 7.2 | -0.1
COc1ccc(OC)c(N/C(N)=N/c2nc(C)cc(C)n2)c1 | -0.5 | -0.1 | 4.1 | i | -0.3 | -7.4 | -0.1 | -3.7 | 8.2 | -4.2
COC(=O)/C(=C\Nc1ccccc1)NC(=O)c1ccc(Cl)cc1Cl | 5.4 | 43.0* | -6.1 | i | -0.3 | -1.1 | -3.2 | 48.7 | -6.0 | -1.0
O=S(=O)(Nc1cc(F)ccc1F)c1cccc2nsnc12 | -0.4 | -2.3 | -19.7 | i | -1.6 | -1.1 | -0.7 | 3.8 | -8.0 | -4.9
Cc1ccccc1N1CN(Cc2ccco2)CNC1=S | -3.4 | -0.4 | 0.4 | i | -0.6 | -8.1 | -0.2 | -1.0 | 6.6 | 4.2
O=C(Nc1ccc(F)cc1)NC1CCCCCCC1 | -24.2 | 0.4 | 1.1 | i | 0.0 | 0.3 | -0.6 | -4.6 | 4.3 | 3.5
COC(=O)c1sc(S(=O)(=O)Oc2ccccc2NC(C)=O)c(C(=O)OC)c1C | 16.1 | 0.0 | -13.6 | i | 0.1 | 1.5 | -0.6 | -5.7 | 2.8 | -2.1
CC(C)(C)OC(=O)NCCCC[C@H](NC(=O)c1[nH]cnc1C(=O)N[C@@H](Cc1ccccc1)C(=O)OCc1ccccc1)C(=O)OC(C)(C)C | -8.5 | 0.2 | 0.1 | i | 2.6 | 3.0 | 2.8 | -14.5 | 1.5 | -9.0
Cc1nn(-c2ccccc2)c(C)c1-c1cc(C(=O)N/N=C/c2ccc(O)cc2)[nH]n1 | -2.0 | 0.2 | 19.2 | i | 1.1 | 11.6 | -0.8 | -5.8 | -1.8 | -2.2
COCCNC(=O)C(=O)NCC1OCCCN1S(=O)(=O)c1cccs1 (stereo unspecified) | 2.1 | -0.1 | 0.7 | i | -2.2 | -2.3 | 0.2 | -5.2 | -0.7 | -1.8
CC1c2cc3c(cc2CCN1S(=O)(=O)c1ccccc1)OCCCO3 (stereo unspecified) | 12.6 | 1.1 | 6.5 | i | 1.3 | 1.0 | -1.2 | -5.2 | 11.5 | -2.8
CCc1nnc2c(N(C)C)nc3ccccc3n12 | 5.8 | -0.5 | -2.5 | i | 0.9 | 1.4 | -1.0 | -8.0 | -8.0 | 3.5
O=C(N[C@@H]1c2ccccc2CC[C@@H]1OCc1ccccc1)c1ccc(C(F)(F)F)cc1 | 7.6 | -0.7 | -1.9 | i | 0.2 | -2.3 | 3.1 | -8.0 | -21.1 | 11.0
CC1=C(C(=O)Nc2ccccn2)C(c2ccc(Br)cc2)NC(=S)N1 (stereo unspecified) | 6.5 | 0.2 | 1.9 | i | 0.1 | 7.5 | 2.9 | -2.7 | -3.8 | -0.2
Cc1ccc(NC(=O)C2CC(=O)n3c(nc4ccccc43)N2)cc1C (stereo unspecified) | -5.0 | -0.1 | -0.8 | i | 4.2 | -3.9 | 1.0 | -7.2 | 4.4 | 6.5
Cc1cc(C)c2cccc(N)c2n1 | 9.8 | 0.2 | -1.7 | i | 0.8 | 11.6 | -3.0 | -3.7 | 6.9 | -19.9
O=C(NCCCN1CCCC1=O)c1ccc(S(=O)(=O)Nc2cccc(C(F)(F)F)c2)cc1 | -4.4 | 0.2 | -1.9 | i | -0.3 | -7.5 | -3.7 | -5.8 | 0.0 | -0.4
CC(C)N(C(=O)N1CCN(c2ccnc3cc(Cl)ccc23)CC1)C(C)C | 5.0 | 0.4 | 1.2 | i | 3.5 | 1.5 | 3.4 | -6.5 | 7.8 | 0.5
COc1cc(NC(=O)CCCNC(=O)c2ccc(Cl)cc2)cc(OC)c1 | 5.8 | -0.3 | -1.3 | i | 0.2 | -6.3 | 0.2 | -12.3 | 1.3 | 2.1
CC(C)NC(=O)c1ccccc1-c1nc(-c2ccccc2Cl)no1 | 2.9 | -1.5 | 3.2 | i | 0.5 | 1.4 | 0.1 | -7.3 | 0.0 | -7.5
CCOC(=O)c1ccc(NC(=O)CSc2nc3c(c(=O)n2C)SC(C)C3)cc1 (stereo unspecified) | -4.0 | 0.5 | 6.5 | i | 0.6 | 2.1 | 3.9 | -9.2 | -10.8 | -3.8
O=C(NC1CCCCC1)[C@@H]1CC=C[C@@H]2CCN(C3CCCCC3)C(=O)[C@@H]21 | 24.5 | 0.7 | 2.5 | i | -1.8 | 5.6 | -2.6 | 5.0 | -6.3 | 1.3
COC(=O)CCCC1=CC2=CC(=O)C(C)(OC(=O)CCc3ccccc3)C(=O)C2=CO1 (stereo unspecified) | 33.1* | -0.3 | 23.9 | i | 0.2 | 41.4* | -0.7 | -3.6 | -47.4 | -9.8
O=C(N/N=C/c1ccc(-c2cccc(C(F)(F)F)c2)o1)c1ccccc1Br | 3.9 | 0.7 | -13.3 | i | 3.0 | 13.6 | -2.1 | -3.0 | -76.0 | 7.2
COc1cc(C(=O)Nc2cccc3c2CCCC3)cc(OC)c1OC | 5.3 | -0.4 | 4.5 | i | -1.0 | 3.6 | -2.4 | -2.4 | 8.8 | 8.7
O=[S@]1Oc2ccccc2-c2ccccc21 | -2.8 | -0.3 | 2.0 | i | -0.4 | -4.1 | -2.5 | -5.1 | 13.2 | 9.9
Cc1ccc(NC(=O)CN(C)C(=O)CNC(=O)c2sc3ccccc3c2Cl)cc1 | -21.1 | -0.5 | -6.6 | i | 2.6 | -1.5 | 1.5 | -4.2 | -10.7 | -4.2
CCOc1cc([C@@H]2C[C@H]3CN(c4ccccc4)C(=O)[C@]34CCCN24)ccc1OC | -1.7 | -0.3 | -3.1 | i | 0.1 | 0.2 | 5.7 | -2.5 | -34.6 | -9.0
Cc1csc(SCC(=O)Nc2ccccc2)n1 | 8.5 | -1.2 | 0.2 | i | -1.9 | -1.6 | -1.1 | -0.6 | -4.8 | 1.0
CCOC(=O)C1(Cc2cccc(Cl)c2)CCCN(C(=O)C(C)(C)C)C1 (stereo unspecified) | -5.2 | -0.1 | 3.2 | i | 1.7 | -2.1 | 1.9 | -5.0 | -6.3 | 4.6
COc1cc(NC(=O)c2ccccc2Cl)c(OC)cc1NC(=O)CN1CCCCC1 | -5.6 | -0.6 | 0.6 | i | 0.8 | -0.1 | 3.0 | -1.3 | -4.8 | 4.3
CCC(CC)NC(=O)c1ccccc1Oc1ccccc1 | 0.5 | -0.1 | 5.6 | i | 0.1 | -1.9 | -4.7 | -13.1 | 16.9 | 2.4
NS(=O)(=O)c1ccc(CNC(=O)c2ccc(NS(=O)(=O)c3cccs3)cc2)cc1 | 0.5 | 0.2 | 13.5 | i | -0.7 | 0.4 | -4.0 | -7.7 | -3.4 | -0.8
CCCOc1ccc(/C=N/NC(=O)CSc2ccccn2)cc1OC | -1.9 | -0.5 | -9.4 | i | 0.9 | 0.8 | 23.0 | -3.6 | -15.5 | -4.0
Cc1cc(Cl)ccc1Oc1nccc(N(C)C)c1C#N | 2.2 | 0.4 | 16.1 | i | 0.3 | 7.6 | 7.0 | -6.6 | -2.1 | -0.3
CCCC(=O)Nc1nc2ccc3nc(C)sc3c2s1 | 4.6 | -0.3 | 9.2 | i | 1.2 | -8.5 | -7.5 | 7.1 | 1.5 | -3.4
COc1ccc(CCNC(=O)CCS(=O)(=O)c2ccc3c(c2)NC(=O)CO3)cc1OC | -3.7 | -0.1 | 31.7 | i | -0.8 | -2.7 | 6.3 | -1.7 | 7.9 | -0.7
COc1ccc(OC)c(NC(=O)CNC(=O)Cn2cnc3ccccc3c2=O)c1 | -8.2 | -0.8 | 1.9 | i | -0.6 | 0.3 | -3.3 | -1.8 | 15.5 | 1.6
S=C(Nc1cccc(Cl)c1Cl)NC1CCN(Cc2ccccc2)CC1 | -1.3 | -0.3 | 9.0 | i | -1.0 | -1.7 | 7.8 | -4.0 | -7.6 | -0.6
O=C(CCC(=O)N(CC(=O)NC1CCCC1)Cc1cccs1)Nc1nccs1 | 16.1 | 0.3 | 0.0 | i | -0.1 | -3.1 | -1.9 | -5.2 | 4.0 | -0.7
COc1ccc(/C(O)=C2/C(=O)C(=O)N(CC3CCCO3)C2c2ccc(OC)c(OC)c2)cc1 (stereo unspecified) | -5.1 | 0.2 | -1.5 | i | -1.4 | 1.5 | 3.0 | -4.8 | -5.6 | 2.6
O=C(NCCc1c[nH]c2ccccc12)/C(=C\c1cccs1)NC(=O)c1ccccc1 | 2.1 | 0.1 | -6.2 | i | 0.4 | -1.3 | 1.4 | -1.1 | 8.4 | -2.6
C=CCNC(=O)CCCC(=O)NCC=C | -3.8 | -0.4 | -1.6 | i | -1.6 | -2.4 | -1.7 | -2.3 | -0.3 | 0.0

A stretch of the results above:
SMILES | SKN-1 block | Tb MetRS inh | SUMO1 PPI mod | Neddylation inh | LMPTP inh | NadD inh | STEP block | Scp1 inh | NRP1-CendR mod | DNMT1 block
O=C(NCCc1c[nH]c2ccccc12)/C(=C\c1cccs1)NC(=O)c1ccccc1 | 2.1 | 0.1 | -6.2 | i | 0.4 | -1.3 | 1.4 | -1.1 | 8.4 | -2.6
C=CCNC(=O)CCCC(=O)NCC=C | -3.8 | -0.4 | -1.6 | i | -1.6 | -2.4 | -1.7 | -2.3 | -0.3 | 0.0

Bioassay records as filed in PubChem BioAssay.
